Screens: PubChem BioAssay, several laboratories
BoNT-F LC inh – blocks Botulinum neurotoxin F light chain protease. Multiplex microsphere protease cleavage assay, flow cytometry. inhibition, % at 10 µM. hit rate 0.22% among 360,000. AID 588497; in the data active means inhibition above about 35%, passing the limit was not always enough; inconclusive means no clear call, values can overlap the other calls; further: plate controls were buffer without enzyme for full effect and enzyme alone for no effect
UGM FP inh – Mtb UDP-galactopyranose mutase inhibition. P9WIQ1. purified UGM, fluorescence polarization probe displacement. inhibition, % at 10 µM. hit rate 0.06% among 320,000; in the data active means inhibition above about 10%, passing the limit was not always enough; inconclusive means no clear call, values can overlap the other calls
Target sequence (P9WIQ1 whole entry, looked up): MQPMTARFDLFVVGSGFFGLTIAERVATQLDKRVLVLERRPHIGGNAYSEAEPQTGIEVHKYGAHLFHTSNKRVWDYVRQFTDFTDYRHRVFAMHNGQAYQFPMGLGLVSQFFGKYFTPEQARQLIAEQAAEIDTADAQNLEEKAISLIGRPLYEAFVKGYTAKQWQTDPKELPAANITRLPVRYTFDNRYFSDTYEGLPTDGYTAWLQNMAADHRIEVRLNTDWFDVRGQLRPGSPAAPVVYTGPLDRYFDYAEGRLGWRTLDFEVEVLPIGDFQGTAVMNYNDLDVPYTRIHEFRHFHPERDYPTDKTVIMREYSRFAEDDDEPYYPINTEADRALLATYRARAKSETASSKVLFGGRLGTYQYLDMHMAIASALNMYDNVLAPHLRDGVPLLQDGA
FadD28 binding – blocks FadD28 binding to the bisubstrate probe; fluorescence polarization; inhibition, % at 12.5 µM; hit rate 0.22% among 360,000; AID 588549; in the data active means inhibition above about 8.5%, passing the limit was not always enough; inconclusive means no clear call, values can overlap the other calls
Rv3671c protease – Rv3671c (M. tuberculosis) protease inhibition; AID 2606; P9WHR9; hit rate 0.048% among 320,000; inhibition, % at 5.96 µM; in the data active means inhibition above about 38%;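 further: extracellular domain of Rv3671c used as enzyme; 0% = enzyme with DMSO and 100% = no enzyme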
DUSP3 inh – blocks human VHR1 dual specificity phosphatase. recombinant VHR phosphatase, pNPP absorbance. P51452. AID 1654. hit rate 0.52% among 290,000. inhibition, % at 13.3 µM; in the data active means inhibition above about 50%; further: some compounds called inactive have numbers as strong as hits
Target sequence (P51452 whole entry, looked up): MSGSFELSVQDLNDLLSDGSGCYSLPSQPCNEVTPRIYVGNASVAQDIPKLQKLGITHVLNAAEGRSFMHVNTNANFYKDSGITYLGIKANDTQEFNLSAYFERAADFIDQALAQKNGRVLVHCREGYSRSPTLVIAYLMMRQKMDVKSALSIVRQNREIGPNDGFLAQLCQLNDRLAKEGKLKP
MazF activator – increases E. coli MazEF RNase cleavage of RNA; P0AE70; FAM/BHQ RNA-DNA oligo cleavage fluorescence, 5 h; activation, % at 20 µM; hit rate 0.32% among 350,000; AID 504720; in the data active means activation above about 50%
Target sequence (P0AE70 whole entry, looked up): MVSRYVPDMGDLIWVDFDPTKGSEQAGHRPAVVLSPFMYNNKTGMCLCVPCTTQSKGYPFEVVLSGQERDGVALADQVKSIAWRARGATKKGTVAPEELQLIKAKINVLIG
BioA inh – inhibitors of Mycobacterium tuberculosis BioA enzyme. purified M. tuberculosis BioA enzyme, plate reader. inhibition, % at 9.99 µM. hit rate 0.096% among 360,000; in the data active means inhibition above about 40%; inconclusive means no clear call, values can overlap the other calls
Mtb FBA inh – inhibits M. tuberculosis FBA enzyme | purified M. tuberculosis FBA, fluorescence read-out | inhibition, % at 1 µM | hit rate 2.3% among 360,000 | AID 588726; in the data active means inhibition above about 27%;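 further: 0% = vehicle and 100% = reference inhibitor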
Target sequence (P9WQA3 whole entry, looked up): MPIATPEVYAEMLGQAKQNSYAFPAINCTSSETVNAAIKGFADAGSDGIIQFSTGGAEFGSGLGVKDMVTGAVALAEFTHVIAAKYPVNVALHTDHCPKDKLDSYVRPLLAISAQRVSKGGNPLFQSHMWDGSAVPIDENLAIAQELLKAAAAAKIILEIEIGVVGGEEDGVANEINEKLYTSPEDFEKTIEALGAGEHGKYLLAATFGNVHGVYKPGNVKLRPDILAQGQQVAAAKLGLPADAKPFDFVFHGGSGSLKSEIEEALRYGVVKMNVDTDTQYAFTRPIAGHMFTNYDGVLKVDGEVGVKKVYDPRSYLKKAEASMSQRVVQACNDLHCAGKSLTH
CCHFV vOTU inh – blocks the CCHF virus ovarian tumor domain protease | CCHFV vOTU protease, Pep-AMC fluorescence | AID 651958 | hit rate 0.55% among 370,000 | inhibition, % at 11.5 µM; further: 0% = vehicle wells with enzyme and 100% = no enzyme wells
GDH-TPI inh – counter-screen for M. tuberculosis FBA inhibitors: GDH-TPI coupled enzymes; hit rate 1.2% among 360,000; inhibition, % at 4.8 µM; GDH-TPI coupled enzyme counterscreen, NADH absorbance;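 further: 0% = DMSO wells and 100% = wells lacking the enzyme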
Numbers without * were called inactive; ? = inconclusive; / = not tested or not shown. Unless noted, no stated cut-off is given here; in the data, active means inhibition above about 30%; inactive means the rest.

#1 COc1ccc(N2CCN(C(=O)c3ccc(N4CCCCS4(=O)=O)cc3)CC2)cc1
#2 CC1(C)NC(=O)N(CC(O)CN2CCCCC2)C1=O (centres undefined)
#3 COc1cccc(-c2cc(C(=O)Nc3cccnc3)c3ccccc3n2)c1
#4 CC1=CC(c2ccccc2)n2nc(N3C(=O)C4CC=CCC4C3=O)nc2N1 (centres undefined)
#5 COc1ccc(C2N3CC4(C)CN2CC(C)(C3)C4=O)cc1OC (centres undefined)
#6 Cc1cccc(NC(=O)c2cccc(OC(=S)N3CCOCC3)c2)c1
screen / no. | 1 | 2 | 3 | 4 | 5 | 6
BoNT-F LC inh | 4 | 1 | -3 | -5 | -2 | 5
UGM FP inh | -0.1 | -1.3 | -1.1 | 1.4 | -0.9 | 0.3
FadD28 binding | -0.6 | -3.6 | 0.1 | -0.1 | 1.0 | -0.2
Rv3671c protease | -1 | -10 | -13 | 1 | -3 | 0
DUSP3 inh | 21 | 8 | 10 | 57* | 0 | 28
MazF activator | 10 | -3 | 5 | 3 | -20 | 6
BioA inh | -2.1 | -2.2 | 0.3 | -1.8 | -2.4 | -0.1
Mtb FBA inh | 3 | 1 | 3 | 175* | 5 | -1
CCHFV vOTU inh | 9 | 8 | -3 | -167 | 11 | -16
GDH-TPI inh | 2 | 2 | 12 | 3 | 1 | -1

#7 CCOC(=O)c1nn(-c2ccc(F)cc2)c(=O)cc1OCC(=O)N1CCN(c2ccccc2)CC1
#8 Cc1cccc(OCC(=O)Nc2ccc(S(=O)(=O)Nc3cc(C)nc(C)n3)cc2)c1
#9 O=C(C1CCCO1)N1CCC(O)(c2ccccc2)CC1 (centres undefined)
#10 N#Cc1ccc(-n2c(-c3ccccc3)nnc2-c2ccccc2)cc1C#N
#11 Cc1ccc(C(=O)OCc2c(C)noc2C)cc1NC(=O)c1ccco1
#12 Cc1ccc(-n2nnnc2SCC(=O)c2c(N)n(C3CC3)c(=O)[nH]c2=O)c(C)c1
screen / no. | 7 | 8 | 9 | 10 | 11 | 12
BoNT-F LC inh | 7 | 0 | -4 | -10 | -16 | /
UGM FP inh | / | 1.1 | -2.6 | -1.9 | -0.5 | -0.8
FadD28 binding | 2.1 | 0.4 | 1.5 | -3.0 | -4.1 | -4.1
Rv3671c protease | 7 | -2 | 2 | -5 | -4 | -1
DUSP3 inh | / | 7 | 13 | -14 | 2 | /
MazF activator | -15 | 0 | -2 | 18 | 0 | -1
BioA inh | -1.1 | -0.8 | 0.1 | 1.6 | / | 0.2
Mtb FBA inh | -1 | 0 | -1 | 0 | -3 | -1
CCHFV vOTU inh | -6 | 16 | -1 | 7 | 13 | -8
GDH-TPI inh | 3 | 2 | 6 | 2 | 3 | -1

#13 COc1cc(NC(=O)c2ccc3c(SCC(=O)O)c4c(nc3c2)CCCC4)cc(OC)c1OC
#14 O=S(=O)(c1ccc(C(F)(F)F)cc1)N1CCN(CCc2ccccc2)CC1
#15 CCc1ccc(CCC(=O)N2CCN(S(=O)(=O)c3ccc(Br)cc3)CC2)cc1
#16 COc1ccc(COC(=O)c2ccc(S(=O)(=O)N3CCCCC3)cc2)cc1OC
#17 COc1ccc(C(CNC(=O)CCNS(=O)(=O)c2ccccc2C(F)(F)F)N2CCOCC2)cc1 (centres undefined)
#18 COc1ccc(NC(=O)Cc2ccc(Cl)cc2)cc1S(=O)(=O)N1CCCCC1
screen / no. | 13 | 14 | 15 | 16 | 17 | 18
BoNT-F LC inh | 2 | 28 | -6 | 2 | 4 | -5
UGM FP inh | -0.1 | -1.2 | / | -1.6 | / | /
FadD28 binding | 2.3 | -4.7 | -0.4 | -0.4 | -0.5 | 1.2
Rv3671c protease | -1 | 0 | / | 5 | / | -3
DUSP3 inh | 25 | -8 | / | / | / | /
MazF activator | -5 | 7 | -4 | -5 | 3 | 3
BioA inh | / | -0.1 | 0.4 | 5.5 | -1.4 | 0.2
Mtb FBA inh | 2 | -3 | -2 | -2 | -1 | -1
CCHFV vOTU inh | 7 | 11 | 4 | 9 | -8 | 4
GDH-TPI inh | 6 | -11 | 3 | 9 | 6 | 1

#19 CCOc1ccc(C(=O)NCC(=O)NC(C)CCc2ccccc2)cc1OCC (centres undefined)
#20 CC1CCN(C(=O)c2ccccc2NC(=O)c2cccc(S(=O)(=O)N(C)C)c2)CC1
#21 O=C(Nc1ccc2c(c1)OCO2)c1cc(C2CC2)on1
#22 Cc1ccc(CNC(=O)CN(C)S(=O)(=O)c2cccs2)cc1
#23 CCN(CC)S(=O)(=O)c1cc(NC(=O)COC(=O)c2sc3ccccc3c2Cl)ccc1C
#24 Cc1cccc(NC(=S)NC(=O)/C=C/c2ccco2)c1
screen / no. | 19 | 20 | 21 | 22 | 23 | 24
BoNT-F LC inh | 3 | 6 | 7 | -7 | -1 | -4
UGM FP inh | -3.3 | 0.5 | -0.8 | -0.3 | 0.0 | 1.8
FadD28 binding | -1.1 | -1.6 | -1.1 | -1.5 | 0.8 | -3.7
Rv3671c protease | / | 0 | -1 | 3 | -60 | 5
DUSP3 inh | 39 | -2 | -2 | 20 | 0 | 31
MazF activator | 4 | -1 | 13 | 6 | 4 | -11
BioA inh | -1.5 | -1.6 | -0.6 | 3.5 | 1.6 | -1.8
Mtb FBA inh | 1 | 0 | 1 | 0 | -2 | 5
CCHFV vOTU inh | -3 | -2 | 0 | -2 | -11 | 8
GDH-TPI inh | 3 | -4 | -5 | -1 | 13 | 6

Values in list order from the entries so far.
Entries 7 to 15 in CCHFV vOTU inh read -6, 16, -1, 7, 13, -8, 7, 11, 4

Following part.
#25 O=C(N/N=C/c1ccccc1)C(=O)N/N=C/c1ccccc1
#26 Cc1ccc(-c2cc(C(F)F)nc(NCc3cccnc3)n2)cc1
#27 Cc1nnc(SCC(=O)N(CC(C)C)C2CCS(=O)(=O)C2)n1N (centres undefined)
#28 COc1ccccc1NC(=O)CN1C(=O)CCS(=O)(=O)c2ccccc21
#29 COc1cccc(N2CCN(C(=S)NCc3ccco3)CC2)c1
#30 Cc1cc(C)c(NC(=O)CNC(=O)COC(=O)Cc2ccccc2C)c(C)c1
screen / no. | 25 | 26 | 27 | 28 | 29 | 30
BoNT-F LC inh | 9 | -2 | -9 | -5 | -4 | 8
UGM FP inh | -0.7 | -2.7 | -1.1 | 0.9 | 5.6 | 1.3
FadD28 binding | -2.4 | -5.3 | -1.6 | -2.8 | 0.3 | /
Rv3671c protease | -2 | -5 | -5 | 5 | -5 | 5
DUSP3 inh | 22 | 9 | / | -5 | 29 | /
MazF activator | 4 | 0 | 3 | 4 | -3 | -4
BioA inh | / | / | -0.4 | 8.6 | / | -1.2
Mtb FBA inh | 3 | 6 | 0 | 2 | -5 | 7
CCHFV vOTU inh | 8 | 0 | 13 | 2 | -2 | 14
GDH-TPI inh | 7 | 14 | 11 | -4 | -6 | 10

Exported with two lines to a compound: six of the compounds above.
Second line of a record – BoNT-F LC inh	UGM FP inh	FadD28 binding	Rv3671c protease	DUSP3 inh	MazF activator	BioA inh	Mtb FBA inh	CCHFV vOTU inh	GDH-TPI inh
[25] O=C(N/N=C/c1ccccc1)C(=O)N/N=C/c1ccccc1
  9	-0.7	-2.4	-2	22	4	/	3	8	7
[26] Cc1ccc(-c2cc(C(F)F)nc(NCc3cccnc3)n2)cc1
  -2	-2.7	-5.3	-5	9	0	/	6	0	14
[27] Cc1nnc(SCC(=O)N(CC(C)C)C2CCS(=O)(=O)C2)n1N (centres undefined)
  -9	-1.1	-1.6	-5	/	3	-0.4	0	13	11
[28] COc1ccccc1NC(=O)CN1C(=O)CCS(=O)(=O)c2ccccc21
  -5	0.9	-2.8	5	-5	4	8.6	2	2	-4
[29] COc1cccc(N2CCN(C(=S)NCc3ccco3)CC2)c1
  -4	5.6	0.3	-5	29	-3	/	-5	-2	-6
[30] Cc1cc(C)c(NC(=O)CNC(=O)COC(=O)Cc2ccccc2C)c(C)c1
  8	1.3	/	5	/	-4	-1.2	7	14	10

Following part.
#31 COc1ccc(S(=O)(=O)NCc2ccc(F)cc2)cc1OC
#32 COc1ccc(CCC(=O)OCC(=O)c2cccc(OC)c2)cc1
#33 Cc1cc(N=Nc2c(O)c3ccccc3[nH]c2=O)ccc1N=Nc1ccc(C(=O)N(C)C)cc1
#34 CC(NS(=O)(=O)c1cc(C(F)(F)F)ccc1Cl)C(=O)N(C)C1CCN(C)CC1 (centres undefined)
#35 COc1cc2ccccc2cc1C(=O)N1CCN(c2ccccc2O)CC1
#36 COC(=O)Nc1c(C(=O)OC)cc(OC)c(OC)c1OC
screen / no. | 31 | 32 | 33 | 34 | 35 | 36
BoNT-F LC inh | -7 | -3 | -7 | 2 | -1 | /
UGM FP inh | -0.8 | 2.0 | / | -0.3 | -1.6 | 3.5
FadD28 binding | -3.7 | -0.2 | -2.2 | -4.7 | / | 0.6
Rv3671c protease | 3 | -6 | / | 3 | -6 | 1
DUSP3 inh | 25 | -8 | 0 | / | / | 23
MazF activator | 1 | 8 | -3 | -4 | -9 | -2
BioA inh | -0.8 | / | -2.6 | -1.2 | 4.8 | -6.0
Mtb FBA inh | -5 | -1 | -2 | -3 | 5 | 8
CCHFV vOTU inh | 6 | 2 | 5 | -1 | 5 | -2
GDH-TPI inh | -8 | 6 | -4 | -2 | 4 | 2

2 records drawn at random from the list so far:
#16 COc1ccc(COC(=O)c2ccc(S(=O)(=O)N3CCCCC3)cc2)cc1OC
#24 Cc1cccc(NC(=S)NC(=O)/C=C/c2ccco2)c1
screen / no. | 16 | 24
BoNT-F LC inh | 2 | -4
UGM FP inh | -1.6 | 1.8
FadD28 binding | -0.4 | -3.7
Rv3671c protease | 5 | 5
DUSP3 inh | / | 31
MazF activator | -5 | -11
BioA inh | 5.5 | -1.8
Mtb FBA inh | -2 | 5
CCHFV vOTU inh | 9 | 8
GDH-TPI inh | 9 | 6

The list goes on:
#37 CCOCCCNC(=S)N1CCCN(c2nc3c(C)c(C)ccc3cc2C#N)CC1
#38 COC(=O)CSc1nc(NC(C)C)nc(N2CCOCC2)n1
#39 COc1ccc(N/C=C/C(=O)C(C)(C)C)cc1
#40 COc1ccc(C(=O)COC(=O)CN2C(=O)NC(C)(C)C2=O)cc1OC
#41 Cc1ccc(CNC(=O)c2ccc3c(c2)NC(=O)C(N2CCOCC2)S3)cc1 (centres undefined)
#42 Cc1ccc(C(=O)NCC(c2ccc(F)cc2)N2CCOCC2)cc1S(=O)(=O)N1CCOCC1 (centres undefined)
screen / no. | 37 | 38 | 39 | 40 | 41 | 42
BoNT-F LC inh | 3 | -2 | -2 | -6 | 2 | ?
UGM FP inh | / | -1.8 | -5.1 | -2.4 | 0.9 | /
FadD28 binding | -4.1 | -2.2 | -0.8 | 0.3 | -1.7 | -0.5
Rv3671c protease | / | 3 | -17 | -1 | -3 | /
DUSP3 inh | 17 | 23 | 35 | 1 | -3 | /
MazF activator | -1 | 1 | -2 | -2 | -19 | -4
BioA inh | / | 2.7 | -1.0 | -1.7 | 0.1 | -2.2
Mtb FBA inh | 13 | 0 | 0 | 3 | 0 | 3
CCHFV vOTU inh | 4 | 12 | 3 | -3 | -1 | 5
GDH-TPI inh | -7 | 10 | 13 | 9 | 13 | 6

#43 Cc1cccc(NC(=O)CN2C(=O)c3ccccc3C2=O)c1C
#44 N#Cc1cnn2c(-c3cccc([N+](=O)[O-])c3)ccnc12
#45 CCNc1nc(SCC(=O)OC)nc(N(C)C)n1
#46 O=C1c2ccccc2N2C(=O)c3ccccc3C2N1Cc1ccco1 (centres undefined)
screen / no. | 43 | 44 | 45 | 46
BoNT-F LC inh | -10 | 3 | -1 | -12
UGM FP inh | -3.1 | 0.8 | -1.0 | 0.4
FadD28 binding | 0.2 | -3.3 | -1.8 | -2.5
Rv3671c protease | -11 | -11 | -2 | -11
DUSP3 inh | 6 | / | -13 | 17
MazF activator | 2 | 2 | 3 | 5
BioA inh | / | -0.3 | / | 3.7
Mtb FBA inh | 0 | -2 | 2 | -11
CCHFV vOTU inh | 9 | -6 | -6 | /
GDH-TPI inh | 0 | 15 | 2 | -14
